High-throughput results deposited in PubChem BioAssay by several laboratories.
dFosB act = enhances mouse delta FosB homodimer DNA binding; 340,000 compounds, 0.99% hits; purified delta FosB, TAMRA-CDK5 oligo fluorescence polarization; percent of positive-control signal above neutral wells; activation, % at 25 µM; AID 493131; P13346;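 active means mean activation above about 17%, with every replicate also reaching it, limit read from the data, passing the limit was not always enough; inconclusive means only one of the two conditions met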;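 further: fluorescence polarization rise as delta FosB binds a TAMRA Cdk5 AP-1 oligo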
cardiac RTF act = cardiac RTF calcium sensitization; IANBD-labeled TnC RTF fluorescence at EC20 calcium; 0% EC20 calcium, 100% full calcium; activation, % at 7.2 µM; 340,000 compounds, 0.24% hits; AID 493008;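 active means activation above the mean over all tested compounds plus 3 SD, cut at about 30% in these data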;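 further: rise in fluorescence read as greater calcium sensitivity of cardiac thin filaments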
CDK5 inh = blocks human CDK5/p35 kinase activity | Q00535+Q15078 | Recombinant CDK5/p35, ADP-Glo luminescence, 60 min | inhibition, % at 10 µM | 330,000 compounds, 0.01% hits | AID 488839;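 active means highest replicate inhibition of at least 50% and at least 75% of replicates reaching 50%; inconclusive means only one of the two criteria met; inactive means both criteria failed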;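 further: plate controls were DMSO neutral control for no effect and GW8510 at 10 µM for full effect; many of its hits are not listed in these tables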
MITF TRPM1 HTS = activators of MITF-driven TRPM1 promoter activity in SK-MEL-5 cells; SK-MEL-5 TRPM1-promoter luciferase, 24 h; % of positive control, neutral wells = 0; activation, % at 12.5 µM; 300,000 compounds, 0.75% hits; AID 588334;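 active means mean activation of at least 80% with every replicate also reaching 80%; inconclusive means mean reaches 80% but some replicate falls short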;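 further: 0% = neutral control wells and 100% = parthenolide positive control wells; values of inactives mirror those of a sister screen read the other way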
Wnt act = Wnt/beta-catenin pathway activation. Wnt/beta-catenin reporter cell assay, activator, plate reader. activation, % at 9.35 µM. 300,000 compounds, 1.2% hits. AID 743398; in the data active means activation above about 30%, passing the limit was not always enough; inconclusive means no clear call, values can overlap the other calls;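 further: 0% = neutral control wells and 100% = positive control wells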
HTR5A ag = activates human HTR5A in OPRM1-OPRD1 agonist counter-screen; P47898; HTR5A agonist assay, luminescence, cell-based; activation, % at 9.3 µM; 340,000 compounds, 0.61% hits; AID 504692; in the data active means activation mostly above about 9.5%, no sharp cut-off; inactive means mostly below about 7.6%;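 further: 0% = cells with vehicle only and 100% = reference agonist; strong numbers were not always called active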
Target sequence (P47898 whole entry, looked up): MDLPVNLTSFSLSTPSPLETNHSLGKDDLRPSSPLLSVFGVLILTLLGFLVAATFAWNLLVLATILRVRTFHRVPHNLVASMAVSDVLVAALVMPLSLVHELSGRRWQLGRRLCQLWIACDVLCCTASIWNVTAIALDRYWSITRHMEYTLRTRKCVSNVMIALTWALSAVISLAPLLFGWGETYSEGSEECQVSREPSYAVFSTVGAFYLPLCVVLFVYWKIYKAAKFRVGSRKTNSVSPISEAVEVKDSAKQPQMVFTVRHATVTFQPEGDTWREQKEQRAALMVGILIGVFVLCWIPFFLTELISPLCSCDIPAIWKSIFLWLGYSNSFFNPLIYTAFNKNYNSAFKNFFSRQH
SR-BI DiI-HDL act = SR-BI HDL lipid transfer activation; CHO ldlA[mSR-BI] cells, DiI-HDL uptake fluorescence, 3 h; 100 = double the neutral-control signal; activation, % at 12.5 µM; 320,000 compounds, 0.096% hits; AID 504775;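 active means mean replicate activation of at least 60% and every replicate at or above 60%; inconclusive means mean or all-replicate condition met, but not both; inactive means mean below 60% and not all replicates reaching 60%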;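 further: 0% = median plate neutral-control signal and 100% = twice that signal; values of inactives mirror those of a sister screen read the other way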
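Material – SR-BI-overexpressing, LDLR-lacking CHO cells · Medium – BSA-supplemented, HEPES-buffered Ham's F12, pH 7.4 · Doses – single concentration · Times – compound with DiI-HDL co-incubation, 3 h at 37 °C · Measured by – bottom-read fluorescence, 550/595 nm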
Rtt109 HAT inh = inhibitors of Candida albicans Rtt109/Vps75 histone acetyltransferase; purified Rtt109/Vps75, ThioGlo CoA-SH fluorescence, 4 h; inhibition, % at 34.9 µM; 330,000 compounds, 0.16% hits;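 active means inhibition of at least 50% in every replicate; inconclusive means best replicate reaches 50% inhibition but some replicates fall short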
SR-BI DiI inh = mouse SR-BI HDL lipid transfer inhibition; Q61009; ldlA[mSR-BI] CHO cells, DiI-HDL uptake fluorescence, 3 h; inhibition, % at 12.5 µM; 320,000 compounds, 0.96% hits;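 active means mean replicate inhibition of at least 70% and a set share of replicates each scoring 70 or more; inconclusive means meets just one of the two criteria; inactive means fails both criteria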;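 further: 0% = median of neutral control wells and 100% = median of positive control wells; values of inactives mirror those of a sister screen read the other way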
Target sequence (Q61009 whole entry, looked up): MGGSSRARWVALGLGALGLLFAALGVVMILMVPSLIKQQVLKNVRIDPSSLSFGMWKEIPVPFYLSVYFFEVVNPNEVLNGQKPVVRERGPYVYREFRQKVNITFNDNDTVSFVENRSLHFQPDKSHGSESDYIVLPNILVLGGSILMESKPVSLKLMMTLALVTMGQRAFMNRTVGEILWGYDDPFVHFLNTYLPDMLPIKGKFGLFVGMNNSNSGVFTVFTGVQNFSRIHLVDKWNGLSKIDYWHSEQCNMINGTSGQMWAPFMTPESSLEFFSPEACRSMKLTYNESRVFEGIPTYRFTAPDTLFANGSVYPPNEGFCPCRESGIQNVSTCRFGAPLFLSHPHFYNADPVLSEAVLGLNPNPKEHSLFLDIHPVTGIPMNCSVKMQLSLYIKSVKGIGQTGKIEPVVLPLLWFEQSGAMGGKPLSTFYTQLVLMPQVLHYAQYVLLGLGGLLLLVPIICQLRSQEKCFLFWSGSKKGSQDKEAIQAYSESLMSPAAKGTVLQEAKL
PvdQ acylase = P. aeruginosa PvdQ acylase inhibition; purified PvdQ acylase, fluorescence plate reader; inhibition, % at 10 µM; 340,000 compounds, 0.063% hits; in the data active means inhibition above about 30%, passing the limit was not always enough; inconclusive means no clear call, values can overlap the other calls;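 further: 0% = vehicle neutral wells and 100% = reference inhibitor wells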
* hit, by the source's call; ? = inconclusive; · = not tested or not shown.

Below each compound: SR-BI DiI inh	HTR5A ag	PvdQ acylase	dFosB act	cardiac RTF act	MITF TRPM1 HTS	Wnt act	Rtt109 HAT inh	CDK5 inh	SR-BI DiI-HDL act
> O=C(Cc1cccs1)NNC(=S)NCc1ccco1
→ -9.6	7.0	-11.5	-4.2	4.8	-0.1	0.0	0.1	-0.8	9.6
> Cc1cc(N2C(=O)NC(=O)CC2C)c(C)cc1C(C)C (stereo not given)
→ -10.9	-2.3	-14.2	0.2	-2.7	-10.3	-2.1	-5.9	-1.9	10.9
> NNC(=O)Cn1c(SCc2ccccc2)nc2ccccc21
→ -6.7	·	-9.5	-3.1	-1.2	-35.2	·	-7.8	0.3	6.7
> COc1ccccc1C(=O)N1CCN(Cc2c[nH]c3ccccc23)CC1
→ -17.4	-0.4	-18.0	2.3	1.4	-28.8	1.7	1.7	0.3	17.4
> COc1ccc(C2=NS(=O)(=O)N(C)C(C(=O)Nc3ccc(C)cc3)=C2)cc1
→ 7.4	5.0	-11.1	6.1	0.7	15.1	2.9	-0.7	-0.6	-7.4
> O=C(c1ccco1)N1CCN(C/C=C/c2ccccc2)CC1
→ -24.1	3.1	2.1	-3.8	-5.8	-2.1	·	-2.5	-1.3	24.1
> COC(=O)C1=C(C)NC(=S)NC1c1ccc(-c2cccc(Cl)c2)o1 (stereo not given)
→ -3.3	2.6	-15.9	-0.1	6.8	2.0	2.6	1.5	-4.6	3.3
> O=C1c2cnc3ncnn3c2CC2c3ccccc3CCN12 (stereo not given)
→ -11.4	-2.6	1.2	3.2	-3.6	-9.6	1.1	-13.8	4.5	11.4
> CCN(CC)C(=S)Nc1ccc(OC(F)F)cc1
→ -24.0	5.9	-10.0	1.1	5.2	-2.1	3.9	-7.2	-1.0	24.0
> O=C(CN(Cc1ccco1)Cc1ccco1)Nc1cc(S(=O)(=O)N2CCCCC2)ccc1Cl
→ 32.0	4.0	-11.6	-7.3	0.0	-23.6	-5.6	-4.2	-4.1	-32.0
> CC1(C)Cc2c(sc(NC(=O)COc3ccc(Cl)cc3Cl)c2C(N)=O)C(C)(C)N1
→ -16.0	0.7	-13.2	4.6	1.6	9.0	-0.6	3.1	-6.3	16.0
> COc1ccc(C(=O)C2CCN(C(=S)NCCc3ccccc3)CC2)cc1
→ 30.5	4.1	-15.5	8.2	3.0	13.4	-1.5	6.3	-3.6	-30.5
> COc1ccc2[nH]c3c(N4CCc5ccccc5C4)ncnc3c2c1
→ 62.4	10.3	-21.5	4.9	-2.9	·	14.3	-1.5	0.6	-62.4
> O=C(O)CCn1c(-c2ccccn2)nc2ccccc21
→ 17.8	-1.3	-19.7	-11.1	15.4	·	0.4	1.3	0.2	-17.8
> CCOc1ccc(-n2c(-c3ccccc3)c[nH]c2=S)cc1
→ 10.4	-6.2	-4.2	-0.9	-7.0	5.2	-1.0	-14.7	0.9	-10.4
> C=CC[C@H](CC(=O)N[C@H](CO)Cc1ccccc1)C(=O)N[C@H](COC(=O)[C@H](CC=C)CC(=O)OC(C)(C)C)Cc1c[nH]c2ccccc12
→ 8.2	1.7	-12.1	-15.9	6.9	-5.9	-7.4	-0.7	-0.2	-8.2
> O=C1Nc2ccccc2C(=O)C1(Cl)Cc1ccccc1 (stereo not given)
→ -17.0	-6.0	-4.8	2.3	-4.3	-12.8	·	?	0.3	17.0
> Cc1nc2nc(C)c(CCC(=O)NC3CCCCC3)c(C)n2n1
→ -6.1	0.8	-11.2	5.6	-1.1	-4.2	-3.7	-0.2	3.3	6.1
> CC(C)C(NS(=O)(=O)c1ccc2c(c1)oc(=O)n2C)C(=O)N1CCN(c2ccccc2F)CC1 (stereo not given)
→ -4.0	-0.7	-12.3	-9.7	6.8	9.3	-4.3	-17.2	-0.2	4.0
> CCCCc1c(C)nc2ccc(C(=O)OCC)cc2c1Cl
→ -17.3	2.6	-9.4	-7.4	5.2	9.0	·	3.8	-1.4	17.3
> Cn1ncc(Cl)c1C(=O)N1CCCc2ccccc21
→ 2.4	1.8	-6.9	-6.9	0.6	·	-2.7	-7.1	-1.1	-2.4
> O=c1[nH]n2cc(-n3cc([N+](=O)[O-])cn3)cnc2c1Br
→ -12.8	-2.9	4.9	-1.6	3.9	3.2	-0.5	·	0.2	12.8
> CCc1nc(-c2ccc(OC)c(OC)c2)cc2cc(OC)c(OC)cc12
→ 55.5	1.0	-19.1	-2.4	-5.1	8.8	-0.3	-0.7	2.3	-55.5
> O=C(CC(=O)c1cccc([N+](=O)[O-])c1)Nc1ccccc1Cl
→ -7.7	1.5	-9.7	-0.6	-8.3	31.8	-5.7	·	2.7	7.7
> Cc1nonc1NC(=O)CSc1nc2cc(Cl)ccc2c2c1CCCC2
→ 63.9	1.7	-6.0	0.8	2.2	0.1	-1.9	2.3	-0.3	-63.9
> Cc1cc(Cl)n2nc(C)c(-c3ccc(Cl)cc3)c2n1
→ 8.4	5.0	-2.8	-7.5	-3.7	-1.4	-0.6	1.6	0.1	-8.4
> O=C(Nc1ccc(C(=O)O)cc1)/C(=C\C=C\c1ccccc1)NC(=O)c1ccccc1Br
→ -3.0	7.9	-0.3	-1.1	0.7	13.5	10.2	8.4	-2.0	3.0
> CC(OC(=O)CCN=C1NS(=O)(=O)c2ccccc21)C(=O)NCc1ccccc1 (stereo not given)
→ 1.9	1.4	1.4	12.8	3.2	-8.2	2.2	-3.9	0.5	-1.9
> Cc1nc2ccc(NS(=O)(=O)c3ccc(Br)cc3)cc2s1
→ -12.3	2.1	-9.0	-9.3	4.0	1.6	10.1	-3.8	0.1	12.3
> COc1ccc(C(=O)Nc2ccc(N3CCN(Cc4ccccc4)CC3)cc2)cc1
→ 22.0	·	-15.1	0.2	·	7.2	-2.7	-3.3	-0.1	-22.0
> COc1cccc(CC2(CO)CCN(S(=O)(=O)c3ccc(OC)cc3OC)CC2)c1
→ 22.0	-1.2	-5.6	-9.8	3.8	-0.3	1.0	-3.0	-5.0	-22.0
> Cc1ccc(C)c2sc(NC(=O)CN3C(=O)CCC3=O)nc12
→ ·	3.2	11.6	-7.2	-4.4	-16.8	10.2	12.4	-0.6	·
> Cn1c(SCC(=O)NNC(=O)c2ccccc2)nnc1C(F)(F)F
→ -31.6	-4.7	-14.3	-6.4	3.1	13.0	-0.2	-11.0	0.4	31.6
> Cc1cc(C)cc(-n2nnc(C(=O)NCc3ccc(Cl)cc3)c2N)c1
→ 14.4	-1.3	-4.7	1.2	-16.2	8.7	-7.3	4.6	-0.2	-14.4
> Cc1cccc(C)c1NC(=O)C1CSC2(C)CCC(=O)N12 (stereo not given)
→ -9.9	-1.0	5.4	-2.7	3.4	4.0	-4.4	8.2	1.3	9.9
> CC(=O)NC1=NN(C(C)=O)C2(S1)C(=O)N(C(C)=O)c1ccc(C)cc12 (stereo not given)
→ -12.3	-1.2	-1.2	-6.5	-7.7	5.3	0.2	-1.1	1.9	12.3
> COc1nc(N(C)C)nc(-n2nnc(C(C)=O)c2C)n1
→ -30.9	4.0	-10.8	-10.4	-2.0	4.0	·	-0.5	0.0	30.9
> COc1ccc(NC(=O)N(C)C[C@H]2Oc3ccc(NC(=O)Nc4c(C)noc4C)cc3C(=O)N([C@H](C)CO)C[C@@H]2C)cc1
→ 1.2	0.4	-15.3	-7.1	0.5	6.1	-2.2	-2.8	-1.7	-1.2
> Cc1ccccc1OC1=NS(=O)(=O)c2ccccc21
→ -4.8	0.6	4.1	5.4	0.5	-12.2	-0.5	4.5	0.2	4.8
> CCc1nc(SCC(=O)Nc2cccc(C(F)(F)F)c2)c2c(=O)n(C)c(=O)n(C)c2n1
→ 46.6	-1.1	-9.1	?	-0.8	·	-4.4	1.8	1.3	-46.6
> COCCn1c(SCC(=O)Nc2ccc(C)cc2C)nc2c(oc3ccccc32)c1=O
→ -21.5	0.4	-10.6	-0.5	-3.0	7.5	-3.5	-3.5	-1.3	21.5
> Cc1ccc(C2=CSC3=NS(=O)(=O)CCN23)cc1
→ 8.7	0.4	11.4	-3.7	-0.5	-3.9	-2.8	9.5	-0.1	-8.7
> CCC(CC)C(=O)N(CCc1ccc(OC)cc1)Cc1nc2ccccc2c(=O)[nH]1
→ 1.8	6.3	-12.1	-14.1	1.1	-7.8	-2.7	3.2	-0.1	-1.8
> Cc1ccccc1-c1cc(-c2ccccc2O)on1
→ 10.6	7.6	9.2	-0.6	-2.2	13.1	·	-2.3	0.3	-10.6
> CCN(CC)Cc1cc(O)c(CN(CC)CC)cc1O
→ -45.0	-1.7	-10.0	-6.3	6.8	6.5	-0.3	-9.5	-0.8	45.1
> CC(=O)c1ccc(C(=O)Nc2sc3c(c2C(N)=O)CCN(Cc2ccccc2)C3)cc1
→ 33.3	3.1	-6.1	1.6	102.3*	6.0	-3.3	-6.1	0.5	-33.3
> COc1cccc(-c2cc(C(F)(F)F)nc(-n3cc(C)cn3)n2)c1
→ ·	-2.8	0.4	-17.2	-8.2	6.5	4.6	5.1	0.5	·
> CC(=O)Nc1ccc(SCC(=O)O)cc1
→ -23.9	7.5	2.7	-1.6	3.8	-8.1	-0.9	-1.4	-0.1	23.9
> CC(=O)NC12CC3CC(C1)CC(C(=O)N1CCN(C(=O)c4ccco4)CC1)(C3)C2
→ -15.2	2.1	-7.2	-1.1	0.1	-1.9	-1.4	-0.7	-5.6	15.2
> O=C(NCc1ccco1)C12CN(Cc3ccccc3)CC1C(c1ccc([N+](=O)[O-])cc1)=NO2 (stereo not given)
→ 15.9	9.5	-9.5	3.9	4.7	-8.0	-5.1	-3.5	-0.7	-15.9
> CCCCOc1cccc(C(=O)Nc2ccc(NC(=O)c3cccs3)cc2)c1
→ ·	6.5	-5.5	1.4	-7.7	·	-3.3	6.0	-3.0	·
> CN1CCN(C(=O)c2ccccc2NC(=O)Cc2ccccc2)CC1
→ ·	-3.3	-7.8	-0.4	1.6	5.0	0.1	-3.8	3.1	·
